Assay outcomes (PubChem)
Sm TGR block – inhibitors of Schistosoma mansoni thioredoxin glutathione reductase. Q962Y6. purified TGR, DTNB reduction, TNB absorbance 405 nm. Potency, µM (doses to about 114 µM), for inactives: at the top dose activity change, negative = inhibition, usual class: inhibitors. 360,000 compounds, 3% hits. AID 485364; also: potency is read from the fitted curve at half-maximal effect; % is scaled to controls: 0 for no effect and ±100 for the full control effect; nearly all actives have a fitted effect of over 60% in size
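First, TGR (20 nM dispensed) and NADPH were mixed with compound. Second, a 15 min room-temperature incubation followed. Third, further NADPH and then DTNB were added to start the reaction. Finally, TNB absorbance was monitored kinetically.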
Giardia FBPA inh – blocks Giardia fructose-bisphosphate aldolase activity; 290,000 compounds, 0.71% hits; purified Giardia FBPA; A8B2U2; Potency, µM (highest dose often 59.6 µM), for inactives: at the top dose activity, negative = inhibition, hits mostly inhibitors; AID 2451; also: potency is read from the fitted curve at half-maximal effect; % is scaled to controls: 0 for no effect and ±100 for the full control effect; nearly all actives have a fitted effect of over 55% in size
Target sequence (A8B2U2 whole entry, looked up): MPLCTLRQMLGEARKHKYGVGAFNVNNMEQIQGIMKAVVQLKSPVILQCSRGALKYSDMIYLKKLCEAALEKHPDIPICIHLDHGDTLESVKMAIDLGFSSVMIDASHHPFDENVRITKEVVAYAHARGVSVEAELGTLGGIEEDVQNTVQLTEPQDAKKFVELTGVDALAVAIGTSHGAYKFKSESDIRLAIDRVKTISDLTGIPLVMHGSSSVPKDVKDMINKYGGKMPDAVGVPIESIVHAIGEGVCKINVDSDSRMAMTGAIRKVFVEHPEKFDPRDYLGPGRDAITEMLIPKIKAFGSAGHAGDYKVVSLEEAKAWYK
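Giardia FBPA (40 nM reagent) was preincubated 10 min at RT with compound (up to 57.5 uM final), then substrate plus GAPDH/TPI/NAD/arsenate coupling system with diaphorase/resazurin was added; resorufin fluorescence (525/598 nm) was read after 20 min.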
Shiga inhibitor – blocks Shiga toxin action in Vero cells; 290,000 compounds, 9.2% hits; AID 2315; inhibition, % at 38.7 µM; Vero cells, Shiga toxin protein synthesis inhibition reporter; in the data active = inhibition mostly above about 28%, no sharp cut-off; inactive = mostly below about 43%; also: 0% is about no effect
Pf growth 48h – P. falciparum growth inhibition at 48 hours (one generation); Potency, µM (top dose mostly 28.7 µM), for the others: at the highest dose activity change, negative = inhibition, usual class: inhibitors; 310,000 compounds, 5.9% hits; P. falciparum luciferase growth in erythrocytes, 48 h; AID 504832; also: potency is read from the fitted curve at half-maximal effect; % is scaled to controls: 0 for no effect and ±100 for the full control effect
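Parasite viability was followed by luminescence of a genomically integrated firefly luciferase. Cultures held 0.1% parasitemia at 2% hematocrit (final), incubated under 5% CO2 at 37 C.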
Pf growth 96h – P. falciparum growth inhibition at 96 hour, primary screen for plastid delayed-death inhibitors | P. falciparum luciferase reporter growth, 96 h | AID 504834 | 320,000 compounds, 6.9% hits | Potency, µM (top dose mostly 28.7 µM), for inactives: at the highest dose activity change, negative = inhibition, actives largely listed as inhibitors; also: potency is read from the fitted curve at half-maximal effect; % is scaled to controls: 0 for no effect and ±100 for the full control effect
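96 h incubation, 37 C, 5% CO2, of luciferase-reporter P. falciparum-infected RBCs (2% hematocrit, 0.05% parasitemia final) with test compounds; endpoint luminescence.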
CHX counter – counter-screen hit for Shiga toxin inhibitors, cycloheximide; max response, %; cell reporter, cycloheximide protein synthesis inhibition counterscreen; 300,000 compounds, 12% hits; AID 2314; in the data active = max response mostly above about 13%, no sharp cut-off; inactive = mostly below about 14%; also: read at 38.3 µM for the half of the compounds with a filed dose; 0% is about no effect
* marks the source's active call; other numbers are inactive results; ? = inconclusive; . = no result given; [ ] = another dose, or the depositor's remark. Unless noted, calls follow the shape of the dose curve; as a rule, active = well fitted curve in the direction sought with a large enough effect; inconclusive = small, poorly fitted or top-dose-only effect, or another doubt; inactive = no such curve, though single readings can be large; an effect the other way counts as inactive or inconclusive.

SMILES | Sm TGR block | Giardia FBPA inh | Shiga inhibitor | Pf growth 48h | Pf growth 96h | CHX counter
COC(=O)c1cc(NC(=O)Nc2cc(OC)ccc2OC)cc(C(=O)OC)c1 | 9% | 5% | -12 | . | 45%[activator] | -1
N#Cc1c(-c2ccc(Br)cc2)nc2n(c1=O)CCCS2 | 50%[activator] | 6% | -6 | . | 29% | 1
CC(C)CN(C(=O)c1ccc(=O)n(C)n1)c1nc2ccccc2s1 | -1% | -6% | 17 | 49%[activator] | 142%[activator] | 15*
Cc1ccc(C(=O)NCC(=O)Nc2ccc3c(c2)CCC3)cc1C | 1% | . | . | 40%[activator] | 30% | .
COc1cc(NC(=S)N2CCOCC2)c(OC)cc1Cl | 13% | -7% | 8 | -12% | 1% | 4
COc1ccc(CCNC(=O)CN2C(=O)NC3(CCc4ccccc43)C2=O)cc1 (configuration not stated) | -1% | . | . | 2% | -30% | .
CC(=O)Nc1ccc(S(=O)(=O)Oc2ccc(C=O)cc2)cc1 | -3% | 5% | -4 | 1% | ? | -2
COc1ccccc1CCNC(=O)CCCn1nc(C)c2c(C)n(-c3ccc(C)cc3)nc2c1=O | 0% | -3% | -1 | ? | ? | -2
CC1(CCc2ccccc2)NC(=S)N(c2ccc(Cl)cc2)N1 (configuration not stated) | 0% | -18% | 59* | 83%[activator] | 49%[activator] | 36*
COCCNC(=O)CN1C(=O)NC2(CCCc3cc(OC)ccc32)C1=O (configuration not stated) | -3% | -2% | -8 | -3% | 1% | -4
NC(=O)NOCc1ccccc1 | 4% | 3% | -4 | 4% | 54%[activator] | -3
Cn1c(=O)c2[nH]c(SCC(=O)c3ccc(F)cc3)nc2n(C)c1=O | -7% | ? | -3 | 11% | 2% | -2
O=C(Cc1ccccc1)Nc1ccnn1C1CCN(Cc2ccc(CO)o2)CC1 | -24% | -3% | -8 | 12% | ? | -2
COc1cccc(C(=O)C2CCCN(Cc3ccc(OC)c(Cn4cncn4)c3)C2)c1 (configuration not stated) | 12% | 6% | 20 | ? | ? | -3
CCOC(=O)c1c(C)[nH]c(C)c1-c1ccccc1OC | 8% | 0% | -20 | -7% | 6% | -7
COC(=O)c1c(NC(=O)CSc2nnc3ccccn23)sc2c1CCC2 | -3% | 1% | -6 | -9% | 0% | -1
COc1ccc(-c2csc(NC(=O)CN3C(=O)C4CCCCC4C3=O)n2)c(OC)c1 (configuration not stated) | -7% | . | . | -11% | ? | .
C[C@@H]1C(c2ccc(F)cc2)=NN(c2ccc(Br)cc2)[C@H]1C(=O)N1CCOC1=O | . | -15% | -8 | . | . | -2
COc1ccc(NC(=O)[C@H](CCS(C)(=O)=O)N2Cc3ccccc3C2=O)c(OC)c1 | 84%[activator] | -25% | -4 | . | 9.3µM* | -6
O=c1[nH]cc(S(=O)(=O)N2CCOCC2)c(=O)[nH]1 | -3% | . | . | 50%[activator] | 8% | .
O=C(CSc1nnc(-c2ccccc2F)n1C1CCCCC1)N1CCCC1 | -2% | 2% | -12 | -12% | -30% | -4
O=C(c1cn(-c2ccccc2)nc1-c1cccnc1)N1CCCC(C(F)(F)F)C1 (configuration not stated) | 0% | . | . | ? | ? | .
COc1ccc(Cn2c(=O)[nH]c3cc(C(=O)NCCCN4CCCCC4)ccc3c2=O)cc1 | 15% | -25% | -10 | ? | ? | -3
C/C(=N\NC(N)=S)C1C2C3CC4C5CC(C42)C1C53 (configuration not stated) | 0% | -3% | 1 | ? | ? | 0
COc1cc2c(cc1OC)CN(S(=O)(=O)/C=C/c1ccccc1)CC2 | -6% | 4% | -8 | ? | -19% | -1
NC(=O)N/N=C/c1ccc2cccc(OCc3ccccc3)c2n1 | -7% | -7% | 20 | 2% | -5% | 2
COc1ccc(NC(=O)NCCCN2CCN(c3ccccc3F)CC2)cc1 | 13% | 4% | -7 | -15% | -22% | 1
Cc1cccc(C(C)C)c1NC(=O)COC(=O)Cc1ccsc1 | -3% | 4% | -5 | 13% | 5% | 0
CCOC(=O)N1CCN(CC(O)COc2ccc(C)c(C)c2)CC1 (configuration not stated) | -2% | -18% | -11 | -3% | 24% | -2
Cc1cccc2cc(CN(Cc3nnnn3Cc3ccccc3)C3CCCC3)c(=O)[nH]c12 | ? | 4% | -11 | ? | 4% | 1
CSc1nnc(-c2cc3c(-c4ccccc4)nn(C)c3s2)n1C | 105%[activator] | 5% | 19 | 25% | 45%[activator] | -2
COCCCNC(=S)N/N=C/c1ccc2ccccc2c1 | -14% | -16% | -5 | ? | ? | 2
Cc1cc(C)c(C(=O)COC(=O)[C@H](C)Nc2ccc(C(F)(F)F)cc2[N+](=O)[O-])c(C)c1 | 0% | 1% | 11 | 4% | . | -1
Cc1nc(NC(=O)CCl)sc1C(=O)N(C)C | 16µM* | -3% | 23 | ? | 21% | -3
CCN(CC)CCCN1C(=O)C(O)=C(C(=O)c2ccc(C)o2)C1c1cccs1 (configuration not stated) | 45µM* | 1% | 20 | 6% | . | -4
O=C(O)c1ccc(C2Nc3ccccc3C(=O)N2Cc2ccccc2)cc1 (configuration not stated) | -15% | 7% | -5 | ? | ? | 4

Shown tab-delimited: 4 of the compounds above
smiles	Sm TGR block	Giardia FBPA inh	Shiga inhibitor	Pf growth 48h	Pf growth 96h	CHX counter
COCCCNC(=S)N/N=C/c1ccc2ccccc2c1	-14%	-16%	-5	?	?	2
Cc1cc(C)c(C(=O)COC(=O)[C@H](C)Nc2ccc(C(F)(F)F)cc2[N+](=O)[O-])c(C)c1	0%	1%	11	4%	.	-1
Cc1nc(NC(=O)CCl)sc1C(=O)N(C)C	16µM*	-3%	23	?	21%	-3
CCN(CC)CCCN1C(=O)C(O)=C(C(=O)c2ccc(C)o2)C1c1cccs1 (configuration not stated)	45µM*	1%	20	6%	.	-4

Continued.
SMILES | Sm TGR block | Giardia FBPA inh | Shiga inhibitor | Pf growth 48h | Pf growth 96h | CHX counter
CCc1ccccc1Oc1ccc(S(=O)(=O)N2CCN(C)CC2)cn1 | 5% | . | . | 61%[activator] | 35%[activator] | .
COc1ccccc1Cn1cccc1C=O | 26% | -1% | 14 | 18% | ? | 1
Oc1ccccc1CNc1ccc(OC(F)(F)F)cc1 | -4% | -18% | 55* | ? | ? | 35*
COc1cccc(NC(=O)CSc2nnc(Cc3ccc(C)cc3)c(=O)n2N)c1 | -2% | . | . | 5% | -3% | .
CC(C)COc1ccc(C(=O)Nc2scc(-c3ccc(Cl)cc3Cl)c2C(N)=O)cc1 | 6% | . | -13 | 3.3µM* | ? | 3
COc1cccc(/C=C2\N=C(c3c(-c4ccccc4)noc3C)OC2=O)c1OC | 3% | 14% | 20 | 3% | 34%[activator] | 6
Cc1ccccc1[C@]1(C)ON(c2ccccc2C(F)(F)F)C1=O | 0% | . | . | 1.9µM* | 1.3µM* | .
CCOc1cccc(C(=O)Nc2cccc(NC(=O)c3ccco3)c2)c1 | 2% | 2% | 25 | -8% | 23% | 25*
O=C(N/C(=C/c1ccco1)C(=O)N1CCOCC1)c1ccccc1Br | -33% | . | -31 | -2% | 16% | 3
C=CCn1c(SCc2cc(=O)n3cc(C)ccc3n2)nnc1-c1cccc(C)c1 | 0% | 7% | -10 | -29% | ? | -2
Cc1ccc(S(=O)(=O)N2C(=O)CCC2C(=O)N2CCN(C)CC2)cc1 (configuration not stated) | -3% | 3% | 24 | -1% | 11% | 0
CSc1cccc(NC(=S)N(C(C)C)C(C)c2ccccn2)c1 (configuration not stated) | 0% | -14% | -8 | 19% | ? | 9

As entered above:
Giardia FBPA inh with `O=C(CSc1nnc(-c2ccccc2F)n1C1CCCCC1)N1CCCC1` → 2%
Shiga inhibitor with `Cc1ccc(S(=O)(=O)N2C(=O)CCC2C(=O)N2CCN(C)CC2)cc1` (configuration not stated) → 24
Giardia FBPA inh with `Cc1cccc2cc(CN(Cc3nnnn3Cc3ccccc3)C3CCCC3)c(=O)[nH]c12` → 4%
Sm TGR block with `CCOC(=O)N1CCN(CC(O)COc2ccc(C)c(C)c2)CC1` (configuration not stated) → -2%
Sm TGR block with `CC1(CCc2ccccc2)NC(=S)N(c2ccc(Cl)cc2)N1` (configuration not stated) → 0%
CHX counter with `COCCCNC(=S)N/N=C/c1ccc2ccccc2c1` → 2

Later entries
SMILES | Sm TGR block | Giardia FBPA inh | Shiga inhibitor | Pf growth 48h | Pf growth 96h | CHX counter
CCn1cc(CNC(=S)Nc2cccc(Cl)c2C)cn1 | ? | -1% | -9 | 7% | 21% | -3
COc1ccc(CNc2ccc([N+](=O)[O-])cn2)cc1 | 4% | 3% | 59* | 144%[activator] | -25% | 28*
CC1=C(C(N)=O)C(c2ccc(Cl)cc2)NC(=O)N1 (configuration not stated) | 2% | -6% | 13 | 3% | 23% | -2
COc1cc2c(cc1OC)C(C)N(C(=O)[C@@H](NC(=O)c1ccccc1)C(C)C)CC2 (some centres not stated) | -1% | -1% | -3 | 0% | 12% | -5
COc1ccc(-c2cnn3cc(-c4cccc(Cl)c4)cnc23)cc1 | -22% | 7% | -9 | 30%[activator] | -1% | -6
CN(c1ccc(OCC(=O)OCC(=O)NC2CCCC2)cc1)S(=O)(=O)c1ccc2ccccc2c1 | 0% | -1% | -6 | -22% | 0% | 5
CC(C)CCn1c(CN2CCN(Cc3ccccc3)CC2)nc2c1c(=O)n(C)c(=O)n2C | -30% | 1% | -17 | 4.7µM* | ? | -5
Cc1cc(C)c(OCCCCNCc2ccccc2)c(Cl)c1 | -4% | -29% | -6 | -14% | ? | -4
COC(=O)C(C(=O)OC)c1ncccc1[N+](=O)[O-] | 4% | 2% | -9 | 30% | 31%[activator] | -1
CN(C)CCNc1oc(/C=C/c2ccccc2)nc1C#N | -6% | 2% | 22 | 55%[activator] | 12% | 23*
CSc1ccccc1NC(=O)CN(C)C(=O)CNc1ccc(C(F)(F)F)cc1[N+](=O)[O-] | -2% | . | . | -12% | -20% | .
CCN1C(=O)[C@H]2[C@@H](c3ccc(-c4ccc(OC)cc4)c(OC)c3)N[C@@](C)(C(=O)OC)[C@H]2C1=O | -30% | . | . | ? | ? | .
COCCNC(=O)c1ccc(CS(=O)(=O)c2cccc(C(F)(F)F)c2)o1 | ? | 5% | -12 | -1%[0.00184 µM] | ? | -3
O=C(CN1CCCCC1)Nc1nc(-c2ccc(F)c(F)c2)cs1 | -12% | -9% | 1 | ? | -15% | -3
CCO[C@@H]1OC(C(=O)NCc2nc3ccccc3[nH]2)=C[C@H](c2ccccc2)[C@H]1CCCO | 0% | 1% | -20 | ? | ? | -2
CCOC(=O)C(CC(=O)O)=C(c1ccccc1)c1ccccc1 | -7% | 11% | 1 | 27% | 62%[activator] | -2
CCOc1cc2c(cc1OCC)-n1cccc1C(c1ccc(OC(F)F)cc1)NC2 (configuration not stated) | 0% | 0% | -6 | 13µM* | 36%[activator] | -4
[O-][n+]1c2c(nn1-c1ccccc1)/C(=N/O)CCC2 | . | 5% | -4 | 10% | ? | 2
COc1cccc2cc(-c3nnc(SCC(=O)Nc4nc(C)cs4)n3C)oc12 | -29% | 6% | -9 | ? | ? | -2
Cn1c(O)c(C=Nc2ccc(Br)cc2)sc1=O | -8% | 0% | 80* | 51%[activator] | 114%[activator] | 45*
CCN(/N=C/c1cccs1)c1cc(=O)n(C)c(=O)[nH]1 | -1% | ? | -11 | -29% | 4% | -3
CCCc1nc2n[nH]c(N)c2c2c1COC(C)(C)C2 | 2% | 19% | -14 | 5% | . | -2
O=C(Nc1ccc(Cl)cn1)c1ccc2[nH]c(=O)c(=O)[nH]c2c1 | -4% | 1% | 27 | 42%[activator] | 2% | 12*
C[C@H]1CN(Cc2ccccc2)C(=O)[C@@H]1CC(=O)NCc1ccccc1 | 4% | 10% | 1 | ? | ? | 5
CCOC(=O)N1CCN(c2c(NCCCN(CC)CC)c(=O)c2=O)CC1 | -5% | -2% | -4 | 7% | ? | -2
COc1cc([N+](=O)[O-])ccc1NC(=O)CSc1nncn1-c1cccnc1 | -1% | 10% | -9 | -10% | 15% | -5
